High-throughput results: PubChem, several laboratories
eLon inh = inhibits E. coli Lon protease; 360,000 tested, 0.42% active; inhibition, % at 7.94 µM; purified E. coli Lon protease, fluorescence polarization; P0A9M0; in the data active means inhibition above about 13%, passing the limit was not always enough;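 further: 0% = enzyme with probe and DMSO and 100% = no enzyme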
FAS-TE inh = inhibitors of human fatty acid synthase thioesterase domain; P49327; recombinant FAS-TE, OMFH fluorogenic substrate, fluorescence endpoint; inhibition, % at 15 µM; 360,000 tested, 0.67% active;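 active means compounds whose normalised, plate-corrected inhibition of enzyme fluorescence in the single-dose primary screen is 50% or more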;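 further: 0% = DMSO with enzyme and 100% = substrate without enzyme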
CendR NRP1 mod = alters CendR peptide binding to human NRP-1; O14786; inhibition, % at 25 µM; FAM-RPARPAR peptide binding to NRP-1, fluorescence polarization; 360,000 tested, 0.85% active;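 active means inhibition or corrected inhibition above about 18%, plus a signal ratio from 0.5 to 1.5, limit read from the data, passing the limit was not always enough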; further: strong numbers were not always called active
MsrA inh = inhibits bovine methionine sulfoxide reductase A; purified bovine MsrA, absorbance read-out; 360,000 tested, 0.75% active; inhibition, % at 15.5 µM; in the data active means inhibition above about 4.5%;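 further: 0% = vehicle wells with enzyme and 100% = reference inhibitor wells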
MsrA act = activates bovine MsrA enzyme. purified bovine MsrA, absorbance read-out. activation, % at 10.6 µM. 360,000 tested, 0.3% active. AID 602163; in the data active means activation above about 7.5%;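 further: 0% = vehicle and 100% = reference activator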
Rin1 Abl inh = blocks binding of human Rin1 to Abl; inhibition, % at 7.35 µM; 360,000 tested, 0.4% active; AID 588664; TR-FRET Rin1/Abl binding, biochemical; in the data active means inhibition above about 5%, passing the limit was not always enough
SKN-1 block = blocks SKN-1 activity in C. elegans | C. elegans VP596 Pgst-4::GFP/RFP ratio, acrylamide-induced, 24 h | inhibition, % at 21.8 µM | 360,000 tested, 0.49% active | AID 624304;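 active means interference check ratio from 0.5 to 1.5 plus GFP to RFP signal ratio inhibition reaching or exceeding a fixed threshold, cut at about 30% in these data, passing the limit was not always enough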; further: some compounds called inactive have numbers as strong as hits
MT1-MMP act inh = inhibitors of human MT1-MMP activation; HT1080 RFP-PRO-GFP cells, GFP/RFP ratio fluorescence, overnight; percent of plate control window, DMSO zero; GFP/RFP ratio change, % at 20 µM; 360,000 tested, 0.061% active;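 active means GFP/RFP ratio change of at least 30% with cell ATP level not reduced by more than half and red fluorescence within 50% of control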; further: strong numbers were not always called active
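Compound: 20 µM single dose, 1% DMSO / System: HT1080 RFP-PRO-GFP cells / Controls: DMSO and RFP-L50D-GFP cell wells / Read-out basis: GFP/RFP fluorescence ratio / Schedule: overnight compound exposure at 37 °C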
Neddyl block = inhibitors of human cullin neddylation; TR-FRET cullin neddylation, biochemical; calls only at 25 µM; P61081+Q13564; 360,000 tested, 0.58% active; in the data active means inhibition above about 36%
Target sequence (P61081 whole entry, looked up): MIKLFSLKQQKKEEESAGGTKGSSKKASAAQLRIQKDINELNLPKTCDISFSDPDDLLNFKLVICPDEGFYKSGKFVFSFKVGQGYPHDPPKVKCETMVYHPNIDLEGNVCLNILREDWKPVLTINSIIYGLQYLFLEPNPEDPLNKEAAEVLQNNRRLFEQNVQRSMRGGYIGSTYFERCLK
Target sequence (Q13564 whole entry, looked up): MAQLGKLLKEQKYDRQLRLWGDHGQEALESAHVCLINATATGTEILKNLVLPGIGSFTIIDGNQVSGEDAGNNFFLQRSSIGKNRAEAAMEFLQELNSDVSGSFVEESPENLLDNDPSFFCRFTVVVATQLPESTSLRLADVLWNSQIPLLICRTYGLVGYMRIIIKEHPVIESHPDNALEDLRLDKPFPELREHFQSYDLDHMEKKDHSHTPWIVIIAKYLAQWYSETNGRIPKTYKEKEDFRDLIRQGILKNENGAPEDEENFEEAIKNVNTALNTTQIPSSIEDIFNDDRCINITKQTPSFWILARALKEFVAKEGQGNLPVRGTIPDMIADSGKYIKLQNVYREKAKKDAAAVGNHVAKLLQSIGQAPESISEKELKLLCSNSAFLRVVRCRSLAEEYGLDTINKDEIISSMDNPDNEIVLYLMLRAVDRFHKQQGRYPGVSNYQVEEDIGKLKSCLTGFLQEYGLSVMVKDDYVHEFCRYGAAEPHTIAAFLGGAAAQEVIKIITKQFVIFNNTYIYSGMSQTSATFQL
Active calls of the source: *; i = inactive; . = no result given; + = active, no number; & = joins results of further samples. This is a random part of the collection, and some 4.2% of all compounds hit somewhere here.

SMILES	eLon inh	FAS-TE inh	CendR NRP1 mod	MsrA inh	MsrA act	Rin1 Abl inh	SKN-1 block	MT1-MMP act inh	Neddyl block
COc1cccc(-c2nc(C#N)c(N3CCN(C(=O)c4ccco4)CC3)o2)c1	0	-2	-1	1.2	-8	0	2	-4	+
CCC(Sc1nc(N)cc(=O)[nH]1)C(=O)Nc1cc(C)on1 (centres undefined)	-5	-6	-3	-0.6	0	0	4	5	i
N#Cc1ccc(C(=O)Nc2ccc(N3CCN(C(=O)c4ccco4)CC3)cc2)c(F)c1	-6	-7	-5	2.1	-1	3	16	-1	i
COCCNC(=O)CSc1nnc(NC(=O)C2CC(=O)N(c3ccccc3OC)C2)s1 (centres undefined)	5	-2	-13	0.4	-1	-2	9	1	i
CC1(C)Cc2nc3sc(C(N)=O)c(N)c3cc2CO1	6	-3	-11	1.1	-1	-4	-7	-2	i
COc1ccc(CN2C(=O)c3cccnc3C2=O)cc1S(=O)(=O)NCc1ccccc1	-5	-5	3	0.0	-12	-1	-25	-8	i
CCC1(CC)C(=O)Nc2ccccc21	-5	0	0	-0.3	0	-1	3	5	i
O=C1C(=C2CCc3ccccc32)Cc2ccccc21	3	15	-1	1.1	-2	1	21	-6	i
Cc1c(C(N)=O)c(N)c(C(=O)c2ccccc2)n1-c1ccccc1	-5	-8	-10	1.9	-2	1	-13	2	i
COC(=O)c1ccccc1NC(=O)NC1CCCC1	-1	-1	13	0.2	-3	-2	13	-1	i
COc1cccc(NCc2cc(=O)oc3cc(-c4ccccc4)c(O)cc23)c1	4	-1	-13	2.2	-2	0	5	5	i
COc1ccc(N2CCN(C(=O)Nc3ccccc3Cl)CC2)cc1	2	1	9	1.4	-3	-1	6	-3	i
CCC(C)c1ccc(S(=O)(=O)N2CCN(C(C)CC(=O)O)CC2)cc1 (centres undefined)	-12	1	10	-0.1	0	-2	4	2	i
COc1cc(CNc2nccn3ccnc23)cc(OC)c1	-1	-10	10	-1.1	2	0	-3	-3	i
CC1(C)CC(=O)C(C=Nc2ccncc2)=C(O)C1	-7	-12	-15	0.7	0	-1	-3	-2	i
COc1ccc(NC(=O)c2cccc(Cn3cc(Br)cn3)c2)cn1	-2	-3	-1	0.8	-9	-1	-5	2	i
CCc1nnc(NC(=O)CSc2nnc(COc3ccc(C)cc3)n2-c2ccccc2)s1	-5	-2	-2	-0.7	-4	0	-4	-2	i
Cc1cccc(CSc2nc3ccccc3c(=O)n2C)c1	-5	28	11	0.3	-1	2	4	1	i
CCOC(=O)[C@@H]1[C@H]2COc3ccc(Br)cc3[C@@H]2N2C(=O)N(c3ccc(C)cc3)C(=O)[C@]12C	-5	36	8	-0.5	-2	-1	13	2	i
Cc1cc(S(=O)(=O)Nc2c(C)nn(C)c2C)c(Cl)cc1Cl	-5	-4	-3	-0.7	-3	-2	22	4	i
O=S(=O)(c1cnc(Cl)c(Cl)c1)N1CCN(c2ncccn2)CC1	-2	-2	0	-1.6	-3	0	5	3	i
N#CC1=C(N)NC(SCc2ccccc2)=C(C#N)C12CCCCC2	4	-6	-10	1.4	-1	4	-4	1	i
c1ccc(OCc2nn3c(Cn4cnc5ccccc54)nnc3s2)cc1	4	-11	-1	-0.8	-3	0	10	0	i
CCCCn1c(Oc2ccc(C(=O)OC)cc2)nc2c1c(=O)n(C)c(=O)n2C	-5	15	-16	-1.1	-2	0	4	-7	i
O=C(NCC(c1ccco1)N1CCN(c2ccc(F)cc2)CC1)c1ccco1 (centres undefined)	7	-1	10	-0.1	-4	-1	1	14	i
CSc1nc(-c2cccs2)c(C#N)c(=O)[nH]1	-16	-4	-25	0.5	-3	-45	7	10	i
Cc1ccc(-c2csc(NCCn3c(-c4ccncc4)nc4ccccc43)n2)cc1	-2	4	11	0.1	0	-2	30	6	i
Cc1ccc(/C=C/C(=O)O)cc1S(=O)(=O)NCCCC(=O)O	0	-12	4	0.1	-3	4	6	1	i
CC(=O)N/N=C/c1cc(C(C)C)cc(/C=N/NC(C)=O)c1O	69*	-9	41*	2.0	-2	-3	4	-113	i
CCCCNS(=O)(=O)c1ccc(OC)c2ncccc12	-8	-4	7	1.1	0	-6	3	-2	i
CCOC(=O)C1=C(C)N(C)C(=O)NC1c1cccc([N+](=O)[O-])c1 (centres undefined)	4	0	6	-0.2	-3	1	11	8	i
CN1CCN(c2cc(-c3cc(O)c4ncccc4c3)ccn2)CC1	0	-4	11	-0.1	2	14*	17	5	i
Oc1ccc(C[C@H]2CNCCN2CCCCC2CCCCC2)cc1	9	4	-7	-0.4	0	2	10	2	i
Cc1ccnc(N2CCN(c3cc(C)c(C#N)c4nc5ccccc5n34)CC2)c1	1	18	-5	-0.4	-4	-1	-7	3	.
CC(C)NC(=O)C1(C)CCN1Cc1ccc(Cl)cc1 (centres undefined)	-3	-16	6	-1.0	-4	-4	6	4	i
O=C(O)CC(=O)Nc1ccccc1	4	-10	2	-0.5	-2	-1	23	2	i
COc1ccc(CCC(=O)OCC(=O)Nc2c(C)n(C)n(-c3ccccc3)c2=O)cc1	0	-3	7	0.3	0	2	-13	-2	i
Cc1ccc(NC(=S)Nc2cccc(-c3n[nH]c(=S)o3)c2)cc1	-5	1	-16	-0.3	1	-2	-5	3	i
COc1ccc2c(Cl)c(C(=O)NCCCn3ccnc3)sc2c1	0	-3	-13	-1.1	-10	-8	4	10	i
CCN(CC)C(=O)C(=O)c1cccn1-c1cccc(-n2cccc2C(=O)C(=O)N(CC)CC)c1C#N	1	-2	5	0.3	-2	-3	3	-2	i
CCOC(=O)C1=C(COc2ccccc2)NC(=O)NC1c1cccc([N+](=O)[O-])c1 (centres undefined)	1	19	13	1.0	-4	2	2	0	i
CCOC(=O)c1c(NC(=O)CCC(=O)N2CCOCC2)sc2c1CC(C)(C)OC2	0	-5	3	2.5	-9	0	-17	0	i
COc1ccccc1NC(=S)N/N=C1\CC(C)(C)Oc2ccc(O)cc21	-3	20	6	2.6	-6	0	-1	-2	+
COCCOc1cnn(-c2cc(Oc3ccc(C)cc3)ncn2)c(=O)c1Cl	-4	-6	2	-0.1	-3	3	-10	4	i
CCCCCCn1c(=O)n2n(c1=O)C[C@]1(OC(=O)NCc3ccco3)CN(S(=O)(=O)c3ccc(C)cc3)C[C@]1(O)C2	-5	14	-8	-0.5	2	0	-14	5	i
COc1cc(C(=S)N2CCOCC2)cc(OC)c1OS(=O)(=O)c1ccc(C)cc1	4	3	8	-0.1	-3	-1	-3	4	i
CCOC(=O)C1=CCC(c2ccccc2C(F)(F)F)N(S(=O)(=O)c2ccc(C)cc2)C1 (centres undefined)	1	26	8	1.6	-3	1	-3	-3	i
CCN(CC)S(=O)(=O)c1ccc(-c2nnc(SCC(=O)N3CCc4ccccc43)o2)cc1	-3	-7	4	-0.4	-11	1	-1	-6	i
O=C(Nc1ccc(Oc2ccc(Br)cc2)cc1)C1=CC=CN2CCS(=O)(=O)N=C12	-12	-3	-2	-0.2	-2	2	0	3	i
CNC(=O)[C@@]1(C)C=C[C@@H](Cc2ccccc2)N1C(=O)OC	11	-6	-8	-0.3	-1	0	19	1	i
Cc1sc2nc(CSCC(=O)NC3CCCCC3)[nH]c(=O)c2c1C	-16	-16	-25	-1.0	-1	-2	12	-47	i
CC1CC(C)CN(CC(C)(C)NS(=O)(=O)c2ccccc2)C1 (centres undefined)	-1	-7	9	0.4	-9	2	-4	1	i
CCC1Nc2ncnc(N3CCN(c4ccccc4)CC3)c2N(Cc2ccccc2)C1=O (centres undefined)	3&-1	6&6	5&3	0.1&-1.6	-9&-2	3&-2	21&-7	-3&-1	i
COc1ccc2nc(SCc3nc(N)nc(Nc4ccccc4)n3)[nH]c2c1	5	0	11	0.4	3	-2	-1	0	i
O=C1C(=O)N(CCCn2ccnc2)C(c2ccc(Br)cc2)/C1=C(\O)c1ccc2c(c1)OCCO2 (centres undefined)	0	-1	10	3.1	-8	-7	9	-2	i
CCc1nc2c(OCc3ccc(F)c(F)c3)cccn2c1N(C)C(=O)C1CC1	-3	-4	-7	-0.8	-3	-2	8	0	i
C=CCOC(=O)C1=C[C@H](c2csc3ccccc23)[C@@H](CCCO)[C@H](OCC)O1	7	2	-18	-0.1	-5	1	6	-3	i
Cn1c(COc2ccc(Cl)cc2)nnc1SCC(=O)NC1CC1	-20	-4	14	-0.5	-2	2	4	-6	i
COCCOC1CCN(C(=O)C2CCC(=O)N(CCc3cccc(F)c3)C2)CC1 (centres undefined)	-1	-3	7	-0.4	1	0	0	1	i
COc1ccccc1C(=O)NCCC(=O)NCC(c1ccccc1)N(C)C (centres undefined)	3	-9	3	-1.4	0	3	-14	-3	i
Further results follow.
SMILES	eLon inh	FAS-TE inh	CendR NRP1 mod	MsrA inh	MsrA act	Rin1 Abl inh	SKN-1 block	MT1-MMP act inh	Neddyl block
CSc1ccc(C(=O)C2CCCN(C(=O)c3nonc3C)C2)cc1 (centres undefined)	2	13	-94	2.1	-7	-5	-10	2	i
COc1ccc(C(=O)OCC(=O)NC2CC2)cc1S(=O)(=O)Nc1ccc(C)cc1	-3	-6	-13	-1.0	-11	-1	-9	-2	i
O=S(=O)(c1cc(Cl)ccc1Cl)n1nnc2ccccc21	-11	-6	3	1.9	-2	2	13	9	i
COC(=O)c1c(N)c2ccccc2[nH]c1=O	-14	-8	0	1.8	-4	1	6	-2	i
COc1ccc(CCNS(=O)(=O)c2ccc3c(c2)OCCO3)cc1OC	6	-2	3	0.6	4	3	30	-1	i
COc1ccc([N+](=O)[O-])cc1NC(=O)c1cccnc1	-15	-2	-2	0.1	-2	-2	-2	1	i
O=C(c1cccs1)N(Cc1ccccn1)Cc1ccco1	-3	-10	-11	-1.5	-4	0	3	-1	i
CCCn1c(SC(C(=O)Nc2cccc(OC)c2)c2ccccc2)nc2ccccc2c1=O (centres undefined)	-7	1	3	1.2	-3	1	-2	1	i
COc1ccc(CC(=O)OCC(=O)N(CC(C)C)c2c(N)n(Cc3ccccc3)c(=O)[nH]c2=O)cc1	-9	-2	-14	0.5	-2	0	15	-6	i
N#Cc1c(N)n(CCNC(=O)c2cccs2)c2nc3ccccc3nc12	-41	0	-35	1.5	1	-1	-10	-5	.
CN1CCN(C(=O)c2cccc(-c3cccc4nccn34)c2)CC1	13	-10	-4	1.3	-4	4	4	1	i
Cc1nc(CNS(=O)(=O)c2cc(C)c(C)cc2C)cs1	-4	1	9	-0.3	-3	2	2	2	i
COc1ccc(NC(=O)Nc2nc(C(N)Cc3ccc(C(F)(F)F)cc3)cs2)cc1 (centres undefined)	-1	-4	-1	-1.9	-3	4	11	-3	i
Fc1ccc(-n2nnc(-c3ccnc4ccccc34)n2)cc1	11	6	5	0.7	-6	4	25	-3	i
O=C(Cn1cc(C(=O)c2ccco2)c2ccccc21)NC1CCCCC1	-4	12	-5	3.1	-3	-4	15	-2	i

Retrieved one by one from the entries so far (7):
SMILES	eLon inh	FAS-TE inh	CendR NRP1 mod	MsrA inh	MsrA act	Rin1 Abl inh	SKN-1 block	MT1-MMP act inh	Neddyl block
Fc1ccc(-n2nnc(-c3ccnc4ccccc34)n2)cc1	11	6	5	0.7	-6	4	25	-3	i
N#Cc1c(N)n(CCNC(=O)c2cccs2)c2nc3ccccc3nc12	-41	0	-35	1.5	1	-1	-10	-5	.
COc1ccc(CCNS(=O)(=O)c2ccc3c(c2)OCCO3)cc1OC	6	-2	3	0.6	4	3	30	-1	i
COC(=O)c1c(N)c2ccccc2[nH]c1=O	-14	-8	0	1.8	-4	1	6	-2	i
COc1ccc(C(=O)OCC(=O)NC2CC2)cc1S(=O)(=O)Nc1ccc(C)cc1	-3	-6	-13	-1.0	-11	-1	-9	-2	i
Cc1nc(CNS(=O)(=O)c2cc(C)c(C)cc2C)cs1	-4	1	9	-0.3	-3	2	2	2	i
O=C(c1cccs1)N(Cc1ccccn1)Cc1ccco1	-3	-10	-11	-1.5	-4	0	3	-1	i
